# Yp Topo-I inh = Y. pestis Topo-I inhibition via cleavage products; activity, % at 10 µM; AID 504884; 0.064% of 360,000 active; Y. pestis Topo-I cleavage product accumulation, plate reader; in the data active = activity above about 50%, passing the limit was not always enough; also: inactives centre near 2
# TcdB inh = TcdB glycohydrolase inhibition | 0.24% of 350,000 active | TcdB glycohydrolase enzymatic assay, plate reader | inhibition, % at 9.99 µM | P18177; in the data active = inhibition above about 10%
# Rv3671c inh = inhibitors of M. tuberculosis serine protease Rv3671c; P9WHR9; inhibition, % at 5.96 µM; 0.048% of 320,000 active; in the data active = inhibition above about 38%;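 also: extracellular domain of Rv3671c used as enzyme; 0% = enzyme with DMSO and 100% = no enzyme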
# Target sequence (P9WHR9 whole entry, looked up, the tested form may be a part): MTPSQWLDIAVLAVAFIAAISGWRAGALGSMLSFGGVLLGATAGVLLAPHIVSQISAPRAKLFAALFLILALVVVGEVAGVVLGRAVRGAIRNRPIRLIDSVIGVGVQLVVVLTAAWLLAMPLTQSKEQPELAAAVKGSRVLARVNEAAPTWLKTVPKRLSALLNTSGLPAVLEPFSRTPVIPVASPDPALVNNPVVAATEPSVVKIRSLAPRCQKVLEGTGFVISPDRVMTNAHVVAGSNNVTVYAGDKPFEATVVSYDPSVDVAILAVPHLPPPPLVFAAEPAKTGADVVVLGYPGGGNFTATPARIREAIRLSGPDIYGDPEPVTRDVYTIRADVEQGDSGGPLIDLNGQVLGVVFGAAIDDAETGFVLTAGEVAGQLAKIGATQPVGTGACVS
# CCHFV vOTU inh = CCHFV vOTU protease inhibition; Pep-AMC fluorescence; inhibition, % at 11.5 µM; 0.55% of 370,000 active; in the data active = inhibition above about 30%; also: 0% = vehicle wells with enzyme and 100% = no enzyme wells
# Vc quorum ag = quorum light induction in luxS cqsA deficient V. cholerae; V. cholerae BH1578 lux reporter, luminescence, 6 h; activation, % at 18.7 µM; 0.16% of 350,000 active; AID 588436; in the data active = activation mostly above about 9.7%, no sharp cut-off; also: not every result past the cut was called active; inactives centre near 0; reference of the scale not given here
# MazEF act = increases E. coli MazEF RNase cleavage of RNA. P0AE70. FAM/BHQ RNA-DNA oligo cleavage fluorescence, 5 h. activation, % at 20 µM. 0.32% of 350,000 active. AID 504720; in the data active = activation above about 50%
# Target sequence (P0AE70 whole entry, looked up): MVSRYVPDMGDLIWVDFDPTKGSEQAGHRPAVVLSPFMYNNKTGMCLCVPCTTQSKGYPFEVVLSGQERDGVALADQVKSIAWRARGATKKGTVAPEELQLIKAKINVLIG
# SSB-PriA inh = K. pneumoniae PriA-SSBct interaction inhibition | 0.6% of 430,000 active | inhibition, % at 33 µM | AlphaScreen SSBct-PriA binding, biotinylated peptide | AID 1272365; in the data active = inhibition mostly above about 37%, no sharp cut-off; inactive = mostly below about 20%;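 also: plate controls were negative control peptide for no effect and reference peptide for full effect; strong numbers were not always called active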
# PrPC surface inh = cell surface PrPC inhibition, primary TR-FRET screen; 0.43% of 370,000 active; inhibition, % at 13.8 µM; TR-FRET read-out; P04156; in the data active = inhibition above about 24%; also: 0% = median of the test wells and 100% = reference compound wells
# 3CLpro inhibitor = SARS-CoV 3CLpro protease inhibition; 0.14% of 290,000 active; AID 1706; recombinant SARS-CoV 3CLpro, quenched FRET peptide cleavage; inhibition, % at 6 µM; in the data active = inhibition above about 12%
# VHR inh abs = inhibitors of human VHR1 phosphatase (DUSP3); 0.52% of 290,000 active; P51452; inhibition, % at 13.3 µM; recombinant VHR phosphatase, pNPP absorbance; AID 1654; in the data active = inhibition above about 50%; also: some compounds called inactive have numbers as strong as hits
# Target sequence (P51452 whole entry, looked up): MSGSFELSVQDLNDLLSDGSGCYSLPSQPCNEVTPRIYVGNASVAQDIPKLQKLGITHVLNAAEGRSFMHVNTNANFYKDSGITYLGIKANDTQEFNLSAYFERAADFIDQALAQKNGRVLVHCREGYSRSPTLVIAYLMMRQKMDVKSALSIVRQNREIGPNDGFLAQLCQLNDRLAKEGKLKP
# An asterisk follows results filed as active; i = inactive; . = not tested or not shown. Some of the compounds tested; the hit share may differ from the screen's.
SMILES,Yp Topo-I inh,TcdB inh,Rv3671c inh,CCHFV vOTU inh,Vc quorum ag,MazEF act,SSB-PriA inh,PrPC surface inh,3CLpro inhibitor,VHR inh abs
Cc1ccc(Nc2nc(N3CCOCC3)nc(N3CCOCC3)n2)cc1Cl,9.9,3.6,-11.5,13.1,i,10.1,-17.3,-5.5,3.5,-19.8
CC(=O)c1ccc(S(=O)(=O)N(C)CC(=O)N2CCCCCC2)cc1,0.8,-0.8,-4.8,-5.1,i,0.1,2.0,-3.8,-2.2,44.0
CN1C(=O)c2ccc(C(=O)Nc3nccs3)cc2C1=O,0.1,1.1,-5.3,-0.8,-2.7,2.7,-0.7,6.2,-3.0,35.6
CC(C)CNS(=O)(=O)c1ccc(S(=O)(=O)N2CCN(C3CCCC3)CC2)cc1,-6.1,1.4,-7.4,-4.5,-0.2,10.8,-5.9,5.3,-2.4,40.7
COc1ccc(NS(=O)(=O)c2cc(NC(=O)[C@H](C)NC(N)=O)ccc2N2CCCC2)cc1,-2.5,-3.3,6.1,12.2,-1.6,5.1,-9.3,-2.0,.,.
COc1ccc(-c2noc(-c3ccc(Cl)cc3)n2)cc1,.,.,-0.1,.,.,-9.9,-8.3,.,5.9,13.3
Cc1ccc(C(=O)NC=C(Cl)Cl)cc1,6.2,.,6.5,11.2,-0.6,-1.9,-11.8,2.7,-6.3,6.7
COc1ccc(C2=CC(c3cc(OC)c(OC)c(OC)c3)NC(=S)N2)cc1 (configuration not stated),2.1,.,-13.5,16.2,i,3.4,-14.4,-5.6,-1.5,14.6
CC(=O)c1ccc(OCC(O)Cn2nnc3ccccc32)cc1 (configuration not stated),-3.4,1.5,-4.1,6.7,-7.1,-5.6,-12.9,-1.4,3.3,14.7
CCOc1cc(S(=O)(=O)NCc2ccc3c(c2)OCO3)ccc1F,-5.2,.,-2.0,12.3,-4.5,-2.2,1.2,-0.3,-2.1,10.9
Cc1cc(NC(=O)COC(=O)c2ccc(OC(F)(F)F)cc2)no1,-4.6,-0.5,-1.5,1.3,-1.1,4.8,-2.6,-5.0,.,.
CC(C)CC1C(=O)N(Cc2cn(CCC3OCCO3)nn2)CCS(=O)(=O)N1Cc1ccc(-c2ccc(F)nc2)cc1 (configuration not stated),17.8,0.0,.,18.5,i,-7.9,.,-9.3,.,.
Cc1ccccc1NC(=O)COc1ccc(S(=O)(=O)N2CCCC2)cc1C,-6.9,0.5,4.0,9.1,i,-6.5,-2.1,-0.6,1.5,34.6
CCn1c(C(=O)O)c(CC(=O)Nc2ccccc2F)c2ccccc21,-0.5,-2.0,-1.3,-6.5,i,-4.8,4.8,1.8,4.0,10.6
CCOC(=O)c1c(NC(=O)CSc2nc3cccnc3n2C)sc(C(C)=O)c1C,2.5,.,-2.2,.,i,-12.5,-6.5,.,-2.9,15.4
CC(NC(=S)NNS(=O)(=O)c1cccc([N+](=O)[O-])c1)c1ccccc1 (configuration not stated),4.9,-3.3,-5.5,-3.6,0.3,2.2,-0.4,-0.1,0.6,1.8
O=[N+]([O-])c1ccc(Cl)c(S(=O)(=O)Nc2ccc(-c3ccc(N4CCCC4)nn3)cc2)c1,2.9,-1.9,6.1,8.0,-2.9,7.3,12.8,-16.3,.,.
O=C(Cc1ncc(C(F)(F)F)cc1Cl)Nc1ccc(F)cc1,-2.1,.,0.2,1.9,-25.0,4.3,-9.7,4.8,4.8,9.1
CCOc1ccc(N(CC(=O)NCCc2ccccc2)C(=O)CCC(=O)Nc2cc(C)ccn2)cc1,19.6,-1.9,-0.4,28.0,-0.2,-23.1,104.3*,-8.3,-4.8,29.7
O=C(NC(=S)Nc1ccc2c(c1)OCCO2)c1cccc(Br)c1,29.0,.,-5.0,15.8,-0.3,6.3,11.0,2.9,1.7,-4.8
O=C(c1cc(COc2ccccc2)on1)N1CCCC(OCc2cccnc2)C1 (configuration not stated),17.3,-0.1,5.9,-4.5,-0.8,-0.6,-6.5,0.5,-1.1,18.7
CC(=O)c1ccc(S(=O)(=O)NCCCC(=O)N(C)Cc2ccc3c(c2)OCO3)cc1,5.4,-2.7,-3.1,5.2,i,3.4,3.4,3.1,.,.
CCOC(=O)CCNC(=O)CNC(=O)OCc1ccccc1,-1.9,.,1.9,10.8,-0.5,5.6,-10.5,-1.9,3.2,1.2
CCN(Cc1nc2cc(Cl)ccc2c(=O)[nH]1)C(=O)c1cccc(OCc2c(C)noc2C)c1,12.6,0.1,-14.3,18.6,i,-1.2,-5.2,-5.0,.,.
COc1cc(C(=O)Nc2cc3c4c(c2)CC(=O)N4CCC3)cc(OC)c1OC,-7.4,-0.1,2.5,33.8*,i,-5.1,-3.0,-6.4,.,.

# Some values from above.
# CCOC(=O)CCNC(=O)CNC(=O)OCc1ccccc1 – CCHFV vOTU inh: 10.8
# Cc1ccc(Nc2nc(N3CCOCC3)nc(N3CCOCC3)n2)cc1Cl – SSB-PriA inh: -17.3
# COc1ccc(-c2noc(-c3ccc(Cl)cc3)n2)cc1 – VHR inh abs: 13.3
# Cc1ccc(C(=O)NC=C(Cl)Cl)cc1 – MazEF act: -1.9

# Returning to the listing with the 2 entries that preceded the break.
SMILES,Yp Topo-I inh,TcdB inh,Rv3671c inh,CCHFV vOTU inh,Vc quorum ag,MazEF act,SSB-PriA inh,PrPC surface inh,3CLpro inhibitor,VHR inh abs
CCN(Cc1nc2cc(Cl)ccc2c(=O)[nH]1)C(=O)c1cccc(OCc2c(C)noc2C)c1,12.6,0.1,-14.3,18.6,i,-1.2,-5.2,-5.0,.,.
COc1cc(C(=O)Nc2cc3c4c(c2)CC(=O)N4CCC3)cc(OC)c1OC,-7.4,-0.1,2.5,33.8*,i,-5.1,-3.0,-6.4,.,.
CCn1cnc2c1c(=O)n(Cc1csc(-c3ccccc3)n1)c(=O)n2Cc1ccccc1,5.8,.,-4.4,-1.3,2.8,-5.6,-5.5,4.0,4.6,18.9
CC1CCN(S(=O)(=O)c2ccc3[nH]cc(C(=O)NCCN4CCOCC4)c(=O)c3c2)CC1,4.1,0.8,2.2,-4.8,.,1.1,0.3,-6.1,7.8,15.6
COc1cc(NC(=O)CN2CCN(C(=O)c3ccco3)CC2)c(C)cc1[N+](=O)[O-],3.0,0.9,.,-10.3,3.0,7.0,.,-12.0,.,.
O=C(Nc1ccccc1C(=O)Nc1ccncc1)c1cccc([N+](=O)[O-])c1,-3.1,-0.7,-9.4,4.4,i,-0.5,3.2,-16.3,2.5,5.4
CCOC(=O)N1CCN(C(=O)C(CC)n2nc(C)c3sc4ccccc4c3c2=O)CC1 (configuration not stated),8.4,.,-4.4,-8.9,i,3.6,-8.9,2.9,-2.1,1.8
CCC(C(=O)N1CCN(c2ccccn2)CC1)n1nc(C)n2c(cc3occc32)c1=O (configuration not stated),0.8,.,2.7,25.3,.,6.8,-6.2,2.2,-7.1,3.5
CN(C)C(=O)c1ccc(NC(=O)c2ccccc2Sc2ccccc2C#N)cc1,-4.5,1.5,2.5,6.0,-0.4,-7.1,6.3,8.4,-1.2,-6.7
O=C(O)CCc1ccc(-c2ccc(Br)cc2)n1CC(=O)O,13.0,-1.9,1.6,-5.4,-7.1,1.6,13.0,7.8,1.3,19.7
Cc1c(C(=O)Nc2ccc(Cl)cc2)c2ccccn2c1CCc1ccncc1,-0.8,.,-6.2,-16.0,0.4,2.1,1.0,0.2,-0.1,37.3
CCOc1cc(C(=O)Nc2cc3c(cc2N2CCCC2)n(C)c(=O)n3C)cc(OCC)c1OCC,-2.7,-0.4,-0.1,2.0,i,5.9,12.2,-5.1,1.6,1.8
COC(=O)c1cc(-c2c[nH]c3ccccc23)n[nH]1,-3.8,.,3.4,12.7,-0.7,3.3,-3.6,-2.6,-3.3,-1.0
CC(=O)Nc1ccc(C(=O)NNS(=O)(=O)c2ccc(C)cc2)cc1,2.0,-0.2,-12.5,-7.0,i,-6.2,-8.9,7.3,-4.8,13.0
CN(c1ccc([N+](=O)[O-])cc1C(=O)Nc1ccccc1)C1CCCCC1,-8.5,0.3,-0.8,.,-0.2,-4.8,21.1,.,3.8,17.7
c1ccc(-c2ccc(-c3csnn3)cc2)cc1,-9.5,.,1.3,-1.8,-0.6,2.6,-6.0,7.3,4.9,3.8
COc1cc(C2OC(=O)C3C(c4ccc(OC(C)=O)c(OC)c4)OC(=O)C23)ccc1OC(C)=O (configuration not stated),-4.3,1.0,3.1,1.9,-0.3,4.0,-2.5,6.0,.,.
CCOC(=O)C(=O)NCC1CCCN1S(=O)(=O)c1cccs1 (configuration not stated),1.5,1.3,.,-1.3,-0.4,-6.4,-9.0,12.5,.,.
CC(C)NCC(O)COCCOc1ccc(Br)cc1 (configuration not stated),0.0,.,9.5,-1.9,-0.3,11.8,-3.2,0.0,0.4,-8.0
C#CCOCCOCCOCCNc1nc(N2CCOCC2)nc(N2CCN(C(=O)CCCCCCCCCCNC(=O)[C@H](CO)n3cc(CCCSC)nn3)CC2)n1,22.5,-3.0,-9.4,18.9,-0.6,10.4,-7.7,-8.1,.,.
O=C1Nc2ccccc2C12OCCCCO2,4.4,.,6.4,7.0,0.1,2.3,0.7,-1.7,3.6,-2.0
Cc1ccc2c(c1)nnn2C1CCN(CC(=O)N2c3ccccc3CC2C)CC1 (configuration not stated),18.9,.,-9.1,-10.7,-0.7,-2.8,4.5,-2.5,-2.6,15.2
CCCNS(=O)(=O)c1ccc(CCC(=O)NCc2cccnc2)cc1,9.7,.,10.7,-17.0,i,4.6,-1.9,0.9,1.6,3.5
O=Cc1c(NCc2ccccc2F)c2ccccc2[nH]c1=O,-0.8,0.3,1.8,-4.2,-1.2,1.4,-19.2,-8.6,1.0,16.5
CCCCOc1c(Cl)cc(C(=O)N2CCN(CC(=O)N3CCCC3)CC2)cc1OCC,14.4,0.2,.,25.4,-5.6,5.7,-10.8,-0.7,.,.
CCOC(=O)C1=C(COC(=O)CCOc2ccccc2C)NC(=O)NC1C (configuration not stated),13.9,0.5,0.0,-11.9,-0.4,-14.7,-1.7,4.5,.,.
Cc1cc(Cl)c(S(=O)(=O)NC(C(=O)O)c2ccccc2)cc1OCC(N)=O (configuration not stated),5.8,-0.9,-4.9,3.6,i,6.6,-9.1,4.7,1.7,18.2
# Next part:
SMILES,Yp Topo-I inh,TcdB inh,Rv3671c inh,CCHFV vOTU inh,Vc quorum ag,MazEF act,SSB-PriA inh,PrPC surface inh,3CLpro inhibitor,VHR inh abs
COc1ccc(/C(=C/c2ccc(OC(F)F)c(OC)c2)C(=O)O)cc1OC,1.8,.,0.4,-3.8,-0.3,3.1,-9.6,-8.7,3.5,-5.4
Nc1nc(-c2cccs2)cs1,-5.1,.,-51.9,.,5.0,-6.7,-9.6,.,-5.0,23.7
CC(=O)c1ccccc1C(=O)N1CCC(n2nccc2NC(=O)C2CC2)CC1,-0.4,1.8,.,12.2,-0.1,2.7,-5.0,-0.2,-2.2,-7.8
CC(=O)C1=C(O)C(=O)N(Cc2ccccc2)C1c1ccc([N+](=O)[O-])cc1 (configuration not stated),6.0,0.2,4.3,-9.2,i,.,.,-3.4,1.8,-1.2
COc1ccccc1CNC(=O)CN1C(=O)NC(Cc2ccccc2)(c2ccccc2)C1=O (configuration not stated),6.6,0.8,5.6,18.5,-2.9,5.7,-5.1,-1.1,.,.
Cc1ccsc1/C=C1/SC(N2CC(C)OC(C)C2)=NC1=O (configuration not stated),7.6,.,-2.4,-4.4,-0.8,-0.6,21.4,-8.5,-1.1,7.4
COC(=O)[C@H](Cc1ccccc1)NC(=O)Cn1cnc2c(OCc3ccccc3)ncnc21,-11.0,-0.3,2.3,7.2,i,3.5,-6.5,-5.5,.,.
O=C(Cc1ccccc1)c1c[nH]c(C(=O)NCCCN2CCOCC2)c1,-7.8,2.2,3.5,6.8,-0.5,4.6,2.3,3.4,3.3,31.9
CCSc1nnc(Nc2ccc(C)cc2)s1,7.5,.,1.2,3.1,-0.3,4.7,5.7,3.8,4.0,10.6
COc1cc2nc(=S)n3[nH]c(CCn4nc(C)cc4C)nc3c2cc1OC,-8.0,.,-0.1,17.8,i,-9.1,-22.6,21.4,-0.1,-3.9
CN(CC(=O)Nc1c(Cl)cccc1Cl)C(=O)c1ccccc1Cc1ccccc1,22.3,1.6,-2.7,-3.1,i,4.9,-3.9,4.9,.,.
